# Source: PubChem BioAssay (several laboratories)
# NALP1 inh = blocks the NALP1 inflammasome reconstituted in yeast | S. cerevisiae NALP1/ASC/caspase-1 growth, X-gal OD620, 72 h | inhibition, % at 10 µM | 280,000 tested, 0.61% active | AID 2071; in the data active = inhibition mostly above about 24%, no sharp cut-off; inactive = mostly below about 32%; also: some compounds called inactive have numbers as strong as hits
# PHOSPHO1 inh = blocks human PHOSPHO1 phosphatase activity. Q8TCT1. recombinant PHOSPHO1, absorbance phosphatase assay. inhibition, % at 13.3 µM. 290,000 tested, 1.1% active. AID 1565; in the data active = inhibition above about 60%
# M18AAP inhibitor = blocks P. falciparum M18 aspartyl aminopeptidase | recombinant PfM18AAP, H-Glu-NHMec fluorogenic cleavage | inhibition, % at 7.35 µM | 290,000 tested, 1.2% active | AID 1822;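 active = inhibition above the campaign mean inhibition over all tested compounds plus 3 SD, cut at about 28% in these data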;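 also: 0% = plate median of test compound wells and 100% = 2 mM ZnCl2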
# GPR7 antag = human neuropeptides B/W receptor 1 antagonism. P48145. GPR7-expressing cells, fluorescence antagonist assay. inhibition, % at 4.4 µM. 290,000 tested, 1.1% active. AID 1861; in the data active = inhibition above about 16%, passing the limit was not always enough;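 also: cells stimulated with the agonist NPW; 0% = agonist with vehicle and 100% = vehicle without agonist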
# Target sequence (P48145 whole entry, looked up): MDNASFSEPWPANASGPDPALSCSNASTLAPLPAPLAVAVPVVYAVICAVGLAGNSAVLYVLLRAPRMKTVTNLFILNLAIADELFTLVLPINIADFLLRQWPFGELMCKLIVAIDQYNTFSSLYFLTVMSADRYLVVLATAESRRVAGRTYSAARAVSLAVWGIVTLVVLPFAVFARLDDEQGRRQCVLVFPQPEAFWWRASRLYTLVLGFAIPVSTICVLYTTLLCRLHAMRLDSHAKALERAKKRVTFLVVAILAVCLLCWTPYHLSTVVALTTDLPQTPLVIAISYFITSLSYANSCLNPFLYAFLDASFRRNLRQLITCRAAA
# MEKK3 PB1 HTS = modulators (inhibitors or enhancers) of MEK5 binding to human MEKK3 PB1 domain. Q99759. bead-based flow cytometry, Alexa488-MEK5 binding to MEKK3; actives lie on both sides; 0 = blocked by unlabeled MEK5, 100 = vehicle. binding response (% of control), % at 10 µM. 290,000 tested, 1.4% active. AID 1529;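 active = binding response more than 3 SD above or below the average of its plate-row segment, actives on both sides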;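 also: Alexa488 bead fluorescence after subtracting the streptavidin-only scavenger bead signal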
# Target sequence (Q99759 whole entry, looked up, the tested form may be a part): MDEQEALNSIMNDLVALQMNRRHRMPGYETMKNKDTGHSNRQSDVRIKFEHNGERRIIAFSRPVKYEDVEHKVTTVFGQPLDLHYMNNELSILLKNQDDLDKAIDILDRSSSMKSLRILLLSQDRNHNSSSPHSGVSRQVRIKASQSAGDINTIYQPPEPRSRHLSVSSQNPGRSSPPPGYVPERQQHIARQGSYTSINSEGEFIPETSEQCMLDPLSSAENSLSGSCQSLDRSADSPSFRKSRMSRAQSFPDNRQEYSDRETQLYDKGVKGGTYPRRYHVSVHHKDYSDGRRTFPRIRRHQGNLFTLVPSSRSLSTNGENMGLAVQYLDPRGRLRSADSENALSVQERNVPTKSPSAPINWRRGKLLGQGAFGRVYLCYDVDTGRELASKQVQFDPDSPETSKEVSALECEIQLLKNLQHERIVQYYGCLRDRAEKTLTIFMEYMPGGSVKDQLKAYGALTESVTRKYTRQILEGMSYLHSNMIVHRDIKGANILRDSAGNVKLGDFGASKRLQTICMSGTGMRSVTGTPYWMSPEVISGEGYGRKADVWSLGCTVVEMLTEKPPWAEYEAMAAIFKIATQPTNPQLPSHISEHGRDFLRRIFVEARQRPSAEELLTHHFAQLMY
# OXTR agonist = agonists of human oxytocin receptor; 320,000 tested, 0.32% active; activation, % at 3 µM; AID 2435; CHO-OTR cells, Fluo-8 calcium fluorescence; normalized: DMSO 0%, oxytocin 100%; P30559;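 active = activation above the mean of all tested compounds plus 3 SD, cutoff set per screening run, cut at about 20% in these data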;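 also: peak over basal fluorescence ratio from a 100 s FLIPR kinetic read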
# MEKK2 mut-MEK5 = signal of MEK5 binding to mutant human MEKK2 PB1 domain | bead flow cytometry, Alexa488-MEK5 binding to MEKK2 mutant | percent response, % at 10 µM | 290,000 tested, 0.35% active; in the data active = percent response above about 24%, passing the limit was not always enough; also: inactives centre near 1; some results filed as inactive read as strong as hits; reference of the scale not given here
# MEKK2wt PB1 HTS = raises or lowers MEK5 binding to wildtype human MEKK2 PB1 domain. Q9Y2U5. bead flow cytometry, Alexa488-MEK5 binding to MEKK2 WT; actives lie on both sides. binding response (% of control), % at 10 µM. 290,000 tested, 1.1% active. AID 1531; in the data active = binding response below about 67% or above about 130%
# DNA FID counter = fluorescent intercalator displacement, NS3 helicase counter-screen; DNA fluorescent intercalator displacement, fluorescence; inhibition, % at 7.9 µM; 290,000 tested, 0.17% active; in the data active = inhibition above about 37%;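 also: 0% = vehicle and 100% = reference compound; higher means more ethidium bromide displaced from hairpin DNA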
# * hit, by the source's call; . = not tested or not shown; [ ] = dose if it differs, or a comment.
SMILES,NALP1 inh,PHOSPHO1 inh,M18AAP inhibitor,GPR7 antag,MEKK3 PB1 HTS,OXTR agonist,MEKK2 mut-MEK5,MEKK2wt PB1 HTS,DNA FID counter
CC1CC(C)CN(CCCNC(=O)CCNC(=O)Cn2cnc3ccccc3c2=O)C1 (stereo unspecified),21,18,-2,-9,104,-0.2,3,106,-5
C/C(=N/NC(=O)c1sc(NS(=O)(=O)c2ccccc2)nc1C)c1ccccc1,10,4,-9,-4,99,0.1,11,109,-11
CCc1ccc(NC(=O)CC2C(=O)NCCN2C(=O)c2ccccc2OC)cc1 (stereo unspecified),-65,-14,-5,3,105,-0.4,0,104,-23
CC(=O)N1CCSc2ccc(S(=O)(=O)NCCc3ccc(C)cc3)cc21,-2,6,0,1,98,4.9,-4,100,-32
CCCN1CCN(CCCNC(=O)CN2C(=O)C(CC)Oc3ccccc32)CC1 (stereo unspecified),-4,24,3,-2,103,0.2,5,101,12
Cc1ccc(CN2CCN(CCCn3cccn3)CC2CCO)cc1 (stereo unspecified),10,24,-6,-18,106,0.8,9,109,-2
Cc1ccc(C=Nc2cccnc2N)cc1,18,-6,13,-9,101,1.0,0,102,-14
COc1ccc(C(=O)CC(=O)C(=O)Nc2cccc(F)c2)cc1,0,6,-11,-7,98,-0.1,2,101,-9
O=C(O)COCC(=O)Nc1ccc(Oc2ncnc3cc(Cl)ccc23)nc1,.,22,-5,5,48*[inhibitor],1.1,-41,58,-4
O=S(=O)(NCC(O)COCc1ccco1)c1cccs1 (stereo unspecified),1,13,.,.,111,1.7,5,109,.
CCN1CCCC1CNC(=O)c1cc2ccc(OC)cc2[nH]1 (stereo unspecified),9,48,8,-3,105,.,17,121,-2
CCOCCCNC(=O)CN1C(=O)COc2ccc(S(=O)(=O)N3CCCCCC3)cc21,-6,15,-8,-9,100,-1.0,2,101,-35
CCn1cc2nc(SCC(=O)Nc3ccc(OC)cc3OC)n(Cc3ccc(OC)cc3)c(=O)c2n1,11,32,2,-4,96,2.5,0,98,-36
CC1CCCCN1C(=O)Cc1ccc(Cl)cc1 (stereo unspecified),8,-21,-2,-10,98,-2.2,1,100,-3
COc1ccc(OCC(O)CN2CCN(c3ccccc3)CC2)cc1 (stereo unspecified),18,45,5,-6,107,-0.7,-5,99,15
O=C(O)CC(Cc1ccc(Br)cc1)C(=O)Nc1ccccc1 (stereo unspecified),23,39,0,-8,100,0.4,7,109,-26
COc1ccc(CC(=O)Nc2ccc3c(C)cc(=O)oc3c2)cc1OC,37,2,-13,-5,91,1.3,-3,89,-4
COc1ccc(CCN(CC(=O)NC(C)(C)C)C(=O)Cn2nnc(-c3ccc(C)o3)n2)cc1OC,0,38,-3,-24,100,-0.6,-3,96,-30
CCC(Oc1ccccc1)C(=O)Nc1ccc(S(=O)(=O)Nc2cc(C)on2)cc1 (stereo unspecified),-6,31,5,-7,100,-0.1,6,105,-40
Nc1nnc(CSCc2ccccc2)s1,10,30,3,-2,101,1.6,7,106,-3
COC(=O)CSc1nnc(CNC(=O)c2ccco2)n1-c1ccc(F)cc1,-1,16,0,1,101,0.4,3,102,-7
Cc1nc2ccc(NC(=S)N3CCN(c4ccccn4)CC3)cc2nc1C,26,-31,7,-20,93,-0.4,-2,100,-12
CC(=O)N1c2ccc(S(=O)(=O)NCCc3ccccc3)cc2CC1C (stereo unspecified),16,12,-3,7,97,9.7,0,102,-34
O=C(CSc1ccc2nnc(-c3cccnc3)n2n1)Nc1ccc(F)cc1,12,13,-6,-10,101,-0.3,2,103,-2
CC(C)NCCOCCSc1ccc(Cl)cc1,7,24,3,-5,108,3.4,10,112,14
O=C(/C=C/Nc1ccc(F)cc1)c1cccs1,.,.,1,-5,91,-1.0,-6,95,-6
CCOCCn1c(SCC)nc2c1c(=O)[nH]c(=O)n2C,-37,1,1,-16,92,0.8,0,99,-5
CCNc1c([N+](=O)[O-])c(=O)n(CC)c2ccccc12,13,-33,4,-8,105,-0.9,16,109,-1
COc1cccc(OC)c1C(=O)Nc1nnc(-c2cccs2)s1,11,-37,17,-9,102,1.0,-12,90,-9
Nc1nc(NCCCN2CCOCC2)nc(Nc2ccccc2)c1[N+](=O)[O-],28,16,-7,-12,78,1.5,0,105,7
N#C/C(=C\c1c(Oc2ccccc2F)nc2ccccn2c1=O)C(=O)NC1CCS(=O)(=O)C1 (stereo unspecified),-2,27,7,-15,97,0.2,3,96,-11
COc1cc(Cl)c(C)cc1NC(=O)CSc1nc2ccccc2o1,-3,0,3,7,107,-1.1,7,106,-6
CNCC(O)Cn1c2c(c3ccccc31)CCCC2 (stereo unspecified),-3,37,6,5,99,2.4,-3,99,13
COc1ccc(NC(=O)c2sc3nc(N4CCCC4)c4c(c3c2N)CC(C)(C)OC4)c(OC)c1,4,28,4,-38,102,-1.1,0,97,-16
CC(C)c1nc(N2CCN(C(=O)c3ccco3)CC2)c(C#N)c2c1COC(C)(C)C2,0,42,2,-18,104,-2.4,-2,96,-48
CC(C)CCn1c(SCC(N)=O)nc2c1c(=O)n(C)c(=O)n2C,-7,-1,0,-3,112,0.6,16,113,-2
COc1cc(NS(=O)(=O)c2ccc(NC(C)=O)cc2)cc(OC)c1,14,-12,-5,-6,100,4.5,2,102,0
COC(=O)C1=C(C)Nc2nc(-c3ccccc3)nn2C1c1ccc(C)o1 (stereo unspecified),0,6,-6,-4,98,-2.0,-4,99,-17
CCC(C)(C)n1nnnc1C(c1ccc2ncccc2c1)N1CCCC(C)C1 (stereo unspecified),-6,-8,5,7,108,-2.3,9,107,-20
CCCCc1ccc(/C(C)=N/Nc2cc(N3CCOCC3)nc(C)n2)cc1,10,8,-3,-20,103,-0.9,12,128,-10
C=CCn1c(C)cc(C(=O)CSc2nnc3c(Cl)cc(Cl)cn23)c1C,-3,62*,-3,-4,102,-0.9,0,104,-7
O=C1CN(c2ccccc2Cl)C(=O)CN1c1ccccc1Cl,5,-65,0,-3,100,0.0,0,100,0
Cc1ccc(N2CC(C(=O)Nc3cccnc3)CC2=O)cc1 (stereo unspecified),-1,-4,-2,1,96,-0.4,-5,93,-4
Cc1ccc(C(=O)N2c3ccc(F)cc3CCC2C)o1 (stereo unspecified),13,-1,1,-10,110,-3.3,4,103,-4
CCOc1ccc2[nH]c3nc(SCC(=O)NC4CC4)nnc3c2c1,16,35,-3,5,103,-0.4,9,97,-8
Cc1nc2c(C#N)c[nH]n2c(=O)c1CCO,.,10,1,-1,107,0.5,4,109,8
COc1ccc(C)cc1S(=O)(=O)Nc1ccc2c(c1)OCO2,25,-11,-6,-5,96,0.7,2,99,-4
COc1ccc2c(CC(=O)O)cc(=O)oc2c1,.,23,-2,-8,97,0.2,-3,94,-2
COc1ccc(NC(=O)COC(=O)c2c3c(nc4ccccc24)CCCC3)cc1Cl,4,-62,-8,32*,95,-1.3,3,113,-3
COc1ccc(NC(=O)NCC(C)CSc2ccc(C)cc2)c(OC)c1 (stereo unspecified),19,5,-1,-19,102,-1.4,-1,103,-23

# The results go on:
SMILES,NALP1 inh,PHOSPHO1 inh,M18AAP inhibitor,GPR7 antag,MEKK3 PB1 HTS,OXTR agonist,MEKK2 mut-MEK5,MEKK2wt PB1 HTS,DNA FID counter
COc1ccc(-c2cc(C(=O)N3CCCc4ccccc43)no2)cc1OC,6,25,1,-8,100,-0.6,2,97,-21
FC(F)Oc1ccc(NC(=S)NCCc2ccccn2)cc1,-1,6,-5,-10,102,-1.6,3,103,-3
CCc1ccc(CNC(=O)CC2C(=O)NCCN2Cc2ccccc2F)nc1 (stereo unspecified),18,29,3,-2,99,-0.2,1,99,-15
COc1ccc(C(C)NC(=O)c2ccncc2)cc1OC (stereo unspecified),26,31,0,-15,100,1.1,-7,96,-7
COC(=O)c1ccc(S(=O)(=O)N2CCOCC2)o1,6,10,-7,-12,107,0.8,10,111,-6
Cc1cccc(NC(=O)C2CC(=O)n3cnnc3S2)c1 (stereo unspecified),40*,95*,-54,-5,102,-0.2,3,101,-10
Cc1cc(=O)c2cc(C(=O)c3ccccc3)ccc2[nH]1,16,25,3,-9,102,-1.2,8,102,-2
CCOC(=O)C1=C(C)NC(=O)CC1c1cc(OC)c(OC)cc1Br (stereo unspecified),-7,19,-2,-11,103,0.9,4,105,-21
COC(=O)C(Cc1ccccc1)P(=O)(c1ccccc1)c1ccccc1 (stereo unspecified),11,-23,-9,1,91,-0.9,-3,94,-21
Cc1nc(CC(=O)c2ccc(O)c(C)c2O)cs1,1,8,5,-6,102,4.5,6,97,-2

# Arranged by value in MEKK2wt PB1 HTS (descending): some entries from above
SMILES	MEKK2wt PB1 HTS
CCOC(=O)C1=C(C)NC(=O)CC1c1cc(OC)c(OC)cc1Br (stereo unspecified)	105
Cc1cc(=O)c2cc(C(=O)c3ccccc3)ccc2[nH]1	102
COc1ccc(-c2cc(C(=O)N3CCCc4ccccc43)no2)cc1OC	97
COC(=O)C(Cc1ccccc1)P(=O)(c1ccccc1)c1ccccc1 (stereo unspecified)	94

# Following part.
SMILES,NALP1 inh,PHOSPHO1 inh,M18AAP inhibitor,GPR7 antag,MEKK3 PB1 HTS,OXTR agonist,MEKK2 mut-MEK5,MEKK2wt PB1 HTS,DNA FID counter
C=CCn1c(C(C)NC(=O)c2cccs2)n[nH]c1=S (stereo unspecified),8,0,25,-7,90,-1.0,-2,95,-2
COc1ccc(CNC(=O)Cn2nc(-c3ccc4c(c3)OCCO4)ccc2=O)cc1,11,1,0,-5,104,-0.9,6,104,-10
COc1cc(C(CC(=O)Nc2cccc(C)n2)N2Cc3ccccc3C2=O)cc(OC)c1OC (stereo unspecified),15,29,-13,4,106,-1.1,2,103,-33
CCN(CC)C(=S)NC(=O)C12CC3CC(CC(C3)C1)C2,-17,16,1,-8,104,-0.5,-8,90,-1
COc1ccc(CCNC(=O)/C=C\c2ccccc2)cc1OC,36,-19,0,3,105,-1.7,-1,101,-10
O=C1c2ccccc2C(=O)N1CCc1ccccn1,6,-7,-14,-5,106,0.4,6,106,1
CC(C)(C)Cc1nnc(NS(=O)(=O)c2ccc([N+](=O)[O-])cc2)s1,-4,.,4,-4,108,-0.4,3,110,-23
COc1ccc(C(=O)n2nc(C)c(Br)c2C)cc1OC,11,15,-5,-8,102,.,0,102,-27
CS(=O)(=O)N1CCC(Oc2ccccc2C(=O)NC(C2CC2)C2CC2)CC1,0,47,-7,1,90,-0.5,-5,93,-20
CC(C)Cc1nc(N2CCOCC2)c(C#N)c2c1CCC2,16,18,0,-8,98,-2.0,2,104,-14

# Look-ups from the results shown.
# CCN(CC)C(=S)NC(=O)C12CC3CC(CC(C3)C1)C2 | NALP1 inh = -17
# CS(=O)(=O)N1CCC(Oc2ccccc2C(=O)NC(C2CC2)C2CC2)CC1 | DNA FID counter = -20

# Next section.
SMILES,NALP1 inh,PHOSPHO1 inh,M18AAP inhibitor,GPR7 antag,MEKK3 PB1 HTS,OXTR agonist,MEKK2 mut-MEK5,MEKK2wt PB1 HTS,DNA FID counter
CCOC(=O)c1c(C)noc1-c1ccco1,11,-2,0,-12,105,-1.5,6,103,0
CCn1c(CC(=O)Nc2ccccc2)nnc1SCC(=O)NC1CCCC1,21,35,3,-8,103,-0.3,7,110,-15
Cc1cc2c(c(SCC(=O)N(C)c3ccccc3)n1)C(=O)OC2,10,24,11,-9,103,0.2,3,107,-11
Cc1ccc(S(=O)(=O)N/N=C/c2ccc(OCC(=O)N3CCOCC3)cc2)cc1,14,30,5,-10,96,0.1,-2,94,-9
COC(=O)c1nnn(-c2ccc(Cl)c(Cl)c2)c1C(=O)OC,-24,-4,1,-15,97,-0.1,-9,81,0
